# SENP1 FRET inh – blocks the human SENP1 SUMO protease catalytic domain. recombinant SENP1 catalytic domain, CyPet-SUMO1-YPet FRET cleavage. inhibition, % at 10 µM. 360,000 tested, 0.21% active. AID 624204;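 active means inhibition at least 30% at 10 µM, raw YFP signal under a set limit, fluorescence ratio 0.5 to 1.5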;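 further: 0% = enzyme with DMSO and 100% = no enzyme wells; some results filed as inactive read as strong as hits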
#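 Assay system: hSENP1 catalytic domain, recombinant. Amount: SENP1 enzyme, 20 pM final. Schedule: 50 min reaction, RT, dark. Technique: FRET, CFP and YFP emission. Control set: no-enzyme wells low, DMSO-plus-enzyme wells high control.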
# SENP8 block-1 – blocks human SENP8 cleavage of Nedd8 substrate; Q96LD8; recombinant SENP8, Nedd8 substrate fluorescence; inhibition, % at 20 µM; 360,000 tested, 0.64% active; AID 602440; in the data active means inhibition mostly above about 40%, no sharp cut-off; inactive means mostly below about 27%
# Target sequence (Q96LD8 whole entry, looked up): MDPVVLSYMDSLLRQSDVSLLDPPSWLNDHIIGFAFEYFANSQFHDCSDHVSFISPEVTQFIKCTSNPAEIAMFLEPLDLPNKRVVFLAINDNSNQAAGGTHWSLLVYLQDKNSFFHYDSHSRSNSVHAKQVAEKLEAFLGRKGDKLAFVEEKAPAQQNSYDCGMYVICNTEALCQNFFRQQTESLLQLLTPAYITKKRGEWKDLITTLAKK
# PfG6PD inh – PfG6PD (Plasmodium falciparum) enzyme inhibition; PfGluPho enzyme, NADPH resazurin-diaphorase fluorescence; inhibition, % at 20 µM; 350,000 tested, 0.78% active; AID 504690;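 active means inhibition reaching at least a set limit at 20 µM in the primary screen, cut at about 59% in these data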;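 further: 0% = DMSO wells with substrate and 100% = DMSO wells lacking glucose-6-phosphate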
# HKDC1 inh – inhibitors of human hexokinase HKDC1; Q2TB90; recombinant HKDC1, G6PDH/diaphorase resazurin coupled fluorescence; inhibition, % at 20 µM; 340,000 tested, 0.16% active; AID 493160;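 active means inhibition above about 35% when tested at 20 µM, limit read from the data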;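 further: plate controls were DMSO wells with enzyme for no effect and DMSO wells lacking enzyme for full effect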
#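 Incubation: 90 min at room temperature in dark / Material: recombinant HKDC1 (HK5) hexokinase enzyme, produced in-house / Quantity: enzyme 5 µg/mL final / Compound: one dose of 20 µM, 1% DMSO / Reagent: glucose and ATP substrates / Buffer or medium: Tris pH 8.0 buffer with MgCl2, Tween-20, BSA, BME / Technique: resorufin fluorescence at 613 nm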
# SENP8 block-2 – inhibitors of human SENP8 protease. inhibition, % at 10 µM. purified SENP8, Z-RLRGG-aminoluciferin cleavage, luminescence. Q96LD8. AID 2540. 330,000 tested, 1.2% active; in the data active means inhibition above about 50%
# SENP6 block – SENP6 protease inhibition | Q9GZR1 | Recombinant SENP6 catalytic domain, aminoluciferin luminescence | inhibition, % at 10 µM | 330,000 tested, 1.8% active | AID 2599;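 active means inhibition above about 50% at the single tested dose, limit read from the data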;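 further: plate controls were DMSO wells with enzyme for no effect and DMSO wells lacking enzyme for full effect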
# Target sequence (Q9GZR1 628-1112 limits assumed): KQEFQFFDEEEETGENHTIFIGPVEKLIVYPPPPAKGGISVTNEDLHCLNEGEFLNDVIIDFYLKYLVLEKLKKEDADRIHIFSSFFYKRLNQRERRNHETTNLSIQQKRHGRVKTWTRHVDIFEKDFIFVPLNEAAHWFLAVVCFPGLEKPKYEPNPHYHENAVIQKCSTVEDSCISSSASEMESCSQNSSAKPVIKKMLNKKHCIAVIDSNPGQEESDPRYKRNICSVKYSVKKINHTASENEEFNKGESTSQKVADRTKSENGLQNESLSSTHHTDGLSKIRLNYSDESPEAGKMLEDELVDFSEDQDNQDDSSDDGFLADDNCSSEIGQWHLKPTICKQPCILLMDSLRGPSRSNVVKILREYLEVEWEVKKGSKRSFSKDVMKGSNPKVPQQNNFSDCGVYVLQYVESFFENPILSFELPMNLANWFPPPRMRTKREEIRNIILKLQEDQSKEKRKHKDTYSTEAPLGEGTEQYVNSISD
# SENP7 inh – SENP7 protease inhibition. Q9BQF6. recombinant SENP7, Z-RLRGG-aminoluciferin luminescence, 40 min. inhibition, % at 5 µM. 330,000 tested, 1.5% active. AID 434973;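 active means inhibition above about 50% at the single test dose, limit read from the data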;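 further: plate controls were DMSO with enzyme for no effect and no enzyme buffer wells for full effect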
# Target sequence (Q9BQF6 706-1050 limits assumed): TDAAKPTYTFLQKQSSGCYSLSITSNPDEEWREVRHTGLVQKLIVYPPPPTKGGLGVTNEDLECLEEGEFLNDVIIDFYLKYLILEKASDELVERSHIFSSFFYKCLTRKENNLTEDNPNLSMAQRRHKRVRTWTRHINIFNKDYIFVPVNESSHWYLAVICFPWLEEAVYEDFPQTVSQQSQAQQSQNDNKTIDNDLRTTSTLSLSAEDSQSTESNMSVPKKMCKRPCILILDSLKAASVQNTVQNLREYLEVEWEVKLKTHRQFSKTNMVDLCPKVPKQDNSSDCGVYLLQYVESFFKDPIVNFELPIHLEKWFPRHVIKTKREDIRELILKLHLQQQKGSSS
# Apaf1 inhib – inhibitors of human Apaf-1 apoptosome; inhibition, % at 20 µM; reconstituted apoptosome caspase-3 activity, DEVD-Rh110 fluorescence; 330,000 tested, 0.71% active; active means inhibition of at least 40% at 20 µM;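 further: plate controls were DMSO wells for no effect and DEVD-CHO caspase inhibitor wells for full effect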
#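 System: Apoptosome proteins | Medium: Hepes pH 7.5 with detergent and BSA | Also added: Cytochrome c trigger plus (Z-DEVD)2-Rh110 caspase-3 substrate | Incubation: 30 min compound preincubation, 50 min activation, room temperature | Detection: Rhodamine 110 fluorescence at Ex 480/Em 540 nm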
# The depositor's hits bear a star; . = not tested or not shown.
no.	SMILES	SENP8 block-1	SENP7 inh	Apaf1 inhib	SENP1 FRET inh
1	COc1ccc(CCNC(=O)c2cc(S(=O)(=O)N3CCCC3)cn2C)cc1OC	-1	2	0	-2
2	CCCCC(=O)NC(c1ccccc1OC)c1ccc2cccnc2c1O (stereo not drawn)	23	5	1	3
3	O=C(COc1nnnc2ccccc12)N1CCCc2ccccc21	11	-1	4	0
4	N#C/C(=C(/O)CN1C(=O)c2ccccc2C1=O)c1nc2ccccc2[nH]1	14	2	-16	-34
5	Cc1ccc(NC(=O)CSc2nnc(-c3n[nH]c4ccccc34)n2-c2ccccc2)c(C)c1	7	-1	18	2
6	Cc1cccn2c(CN3CCSCC3)c(C(=O)N3CCOCC3)nc12	-7	4	-9	-4
7	CN(C)c1ccc(NC(=O)Cc2ccccc2)c2ccccc12	-303	3	4	1
8	CCN1C(=O)c2ccccc2S(=O)c2ccc(C(=O)NCc3ccc(OC)cc3)cc21 (stereo not drawn)	-2	7	-5	1
9	Cc1ccc(CNC(=O)C2CCCCN2S(=O)(=O)c2ccccc2)cc1 (stereo not drawn)	16	-2	3	1
10	CC(C)CC(NS(=O)(=O)c1ccc2c(c1)oc(=O)n2C)C(=O)NC1CCCc2ccccc21 (stereo not drawn)	5	-5	-3	2
11	O=S(=O)(Nc1ccc(-c2ccc3nncn3n2)cc1)c1ccc(Cl)s1	-253	-5	11	15
12	COc1ccc(C(=O)CC(=O)c2ccccc2O)cc1	-25	45	-8	2

no.	HKDC1 inh	PfG6PD inh	SENP6 block	SENP8 block-2
1	0	6	-8	1
2	-30	-18	-12	-1
3	-8	3	9	4
4	-4	-16	-6	-4
5	-4	-24	-27	-8
6	-5	-5	-18	7
7	7	33	-12	1
8	-3	3	4	0
9	3	12	5	-7
10	-9	-3	5	2
11	7	-5	-5	-5
12	-7	-11	51*	44

# Remaining list, next part:
no.	SMILES	SENP8 block-1	SENP7 inh	Apaf1 inhib	SENP1 FRET inh
13	CCC(=O)N1CCN=C1SCc1ccc(F)cc1	6	4	-10	-2
14	Cc1cc(C(F)(F)F)nc(SCC(=O)Nc2cc(C)on2)n1	12	4	6	2
15	Cc1nc(COC(=O)c2ccc(S(=O)(=O)N3CCCC3)cc2)cs1	19	1	4	2
16	N#C/C(=C\c1cccnc1)C(=O)Nc1ccccc1[N+](=O)[O-]	1	-7	6	-16
17	O=S(=O)(c1ccc(-c2ccon2)s1)N1CCN(c2ccncc2)CC1	.	-2	-2	.
18	Cc1ccnc(NC(=O)c2cccc(NC(=O)c3ccccc3C)c2)c1	-1	12	-7	2
19	Cc1ccnc(SCC(=O)c2cccc([N+](=O)[O-])c2)n1	12	-10	13	0
20	O=C(Nc1cccc(Cl)c1)Nc1nnc(-c2ccccc2)o1	6	3	5	1
21	C=CCOc1cccc(CNCCCN2CCOCC2)c1	-3	3	6	-1
22	COC(=O)c1ccc(/C=C/C(=O)c2ccc(OC)c(OC)c2)cc1	32	-12	10	-1
23	Cc1ccc(S(=O)(=O)N(CCC(=O)O)Cc2ccc(Cl)cc2)cc1	6	-5	-1	2
24	CCCC(=O)OCCNc1cc(Sc2nccn2C)c2nonc2c1[N+](=O)[O-]	15	.	.	-32

no.	HKDC1 inh	PfG6PD inh	SENP6 block	SENP8 block-2
13	-7	1	-8	7
14	1	-16	-13	-3
15	1	7	-2	3
16	7	5	10	3
17	6	-18	11	-7
18	-6	-9	-10	-5
19	-6	14	-21	-9
20	-5	-2	-14	0
21	-12	-3	-18	4
22	3	-14	-12	-7
23	-7	-31	5	-6
24	7	43	.	.

# The list goes on:
no.	SMILES	SENP8 block-1	SENP7 inh	Apaf1 inhib	SENP1 FRET inh
25	CC(c1n[nH]c(=S)n1Cc1ccccc1)N(C)C (stereo not drawn)	15	4	-3	2
26	NC(=O)C1(Nc2ccc(-c3ccc(Cl)cc3)cc2)CCCC1	-105	.	.	4
27	CC1(C)CC(=O)C=C(Nc2ccc3c(c2)OCCO3)C1	13	-2	0	-39
28	COC(=O)c1cc(C#N)c(=O)[nH]c1C	-8	0	-17	0
29	CCOc1ccc(NC(=S)N2CCN(C/C=C/c3ccccc3)CC2)cc1	11	-1	-17	0
30	NS(=O)(=O)c1ccc(CCNC(=O)CC(NC(=O)c2ccccc2Cl)c2ccccc2)cc1 (stereo not drawn)	14	7	-17	0
31	O=C1OCc2cc(NC(=O)C3COc4ccccc4O3)ccc21 (stereo not drawn)	-4	2	-2	0
32	CC(=O)N1CCN(C(=O)C(Cc2ccccc2)NC(=O)c2ccccc2)CC1 (stereo not drawn)	1	-2	-13	-1
33	CCOC(=O)C1(C(=O)OCC)NC(=O)CC1CC (stereo not drawn)	4	.	.	3
34	COc1cc2c(cc1OC)CN(CC(=O)Nc1ccc(Cl)cc1Cl)CC2	-47	-13	23	-24
35	CCCCC(=O)Nc1ccc(C(=O)NNC(=S)NC(=O)c2cccs2)cc1	0	1	7	1
36	CC1(C)C(=O)Nc2ccccc2N1C(=O)COC(=O)c1cc(S(C)(=O)=O)ccc1Cl	3	-5	-2	-2

no.	HKDC1 inh	PfG6PD inh	SENP6 block	SENP8 block-2
25	-6	16	-16	-13
26	14	-4	.	.
27	1	-9	-6	2
28	0	1	5	3
29	-2	6	11	1
30	3	-1	12	2
31	7	-10	-12	-12
32	-2	9	-3	2
33	-4	-8	.	.
34	2	-8	-25	-11
35	-12	-48	-19	-5
36	-5	16	-10	-7

# (next part)
no.	SMILES	SENP8 block-1	SENP7 inh	Apaf1 inhib	SENP1 FRET inh
37	Cc1ccc(C)c(C(=O)CCC(=O)Nc2ccc(F)cc2)c1	12	-8	4	3
38	N#Cc1nc(Cc2ccccc2)oc1NCc1ccccc1Cl	10	-19	20	-3
39	CC(C)(C)S(=O)N1Cc2cc(=O)n(Cc3ccccc3)cc2[C@H]1CCO (stereo partly drawn)	-34	.	.	-3
40	O=C(c1ccc(Cl)cc1)c1ccc(CN2C(=O)c3ccccc3C2=O)o1	24	3	12	0
41	COc1ccc(CCNC(=O)c2c(C)nn(-c3ccccc3)c2Cl)cc1OC	10	-7	4	-1
42	COc1ccc(C(=O)N/N=C/c2ccc3cccc(O)c3n2)cc1	-55	5	6	0
43	CC(C)c1nnc(NC(=O)C2CCCN2C(=O)Nc2cccc(Cl)c2)s1 (stereo not drawn)	4	-10	7	2
44	CC1CCCC(NC(=O)CCC(=O)N2CCOc3ccccc32)C1C (stereo not drawn)	15	-14	6	2
45	CC(C)C[C@H](NC(=O)c1nc[nH]c1C(=O)N1CCNCC1)C(=O)OC(C)(C)C	6	1	-1	1
46	COc1ccc(S(=O)(=O)N(CC(=O)O)Cc2ccccc2)cc1OC	7	11	-12	2
47	Cn1nnnc1SCC(=O)Nc1cc(S(=O)(=O)N2CCCCC2)ccc1Cl	2	-7	5	0
48	Cc1ccc2[nH]c(=O)c(-c3noc(C(C)C)n3)cc2c1	-354	-6	0	0

no.	HKDC1 inh	PfG6PD inh	SENP6 block	SENP8 block-2
37	3	1	-15	-6
38	-4	-8	-6	-11
39	2	6	.	.
40	7	-2	-4	-6
41	-6	-7	-8	1
42	1	11	-13	2
43	-1	-8	-7	-3
44	-2	-12	-10	-4
45	-1	10	4	-2
46	-4	-34	-1	-14
47	-5	-6	-8	-12
48	6	-9	6	4

# Further entries.
no.	SMILES	SENP8 block-1	SENP7 inh	Apaf1 inhib	SENP1 FRET inh
49	O=C(Nc1cccc(OC(F)(F)F)c1)c1ccc(Br)o1	13	0	7	0
50	COc1ccc(-c2cc(C(F)(F)F)nc(N)n2)cc1	-174	-6	-16	1
51	O=C(Nc1ccccn1)C(F)(F)C(F)(F)C(F)(F)C(F)(F)C(=O)Nc1ccccn1	-6	-3	-23	-2
52	CN1C(=O)N(CN2CCCCC2)C2C1N(C)C(=O)N2CN1CCCCC1 (stereo not drawn)	26	2	4	2
53	O=C(c1ccc(Cn2ccc([N+](=O)[O-])n2)cc1)N1CCN(Cc2ccccc2)CC1	-17	-6	-2	0
54	COc1ccccc1CNC(=O)CSC(=S)N1CCCC1	7	2	1	1
55	CC1CN(C=O)CC(C)N1CCN1C(C)CN(C=O)CC1C (stereo not drawn)	15	.	.	0
56	CCOc1cc(C2C(C(=O)N3CCCCC3)=C(C)NC3=C2C(=O)CC(C)(C)C3)ccc1O (stereo not drawn)	29	-9	0	-1
57	C=CCSC(=S)Nc1c(C)n(C)n(-c2ccccc2)c1=O	9	-7	-9	2
58	CN(C)CCCN(C(=O)CCc1ccccc1)c1nc2ccc(F)cc2s1	7	-5	10	3
59	O=C(NCCCCCCNC(=O)OCCO)OCCO	5	3	4	0
60	Cc1ccc(C2=NN(S(C)(=O)=O)C(c3ccc4c(c3)OCO4)C2)cc1 (stereo not drawn)	12	59*	6	-9

no.	HKDC1 inh	PfG6PD inh	SENP6 block	SENP8 block-2
49	16	39	6	-7
50	4	8	-7	-8
51	-8	-7	-1	-1
52	-6	-13	1	-3
53	2	3	-14	-9
54	-6	21	4	0
55	0	-3	.	.
56	4	-5	-12	-6
57	-4	4	-6	3
58	-30	10	-9	-2
59	11	-2	16	2
60	11	-13	68*	50

# Continued.
no.	SMILES	SENP8 block-1	SENP7 inh	Apaf1 inhib	SENP1 FRET inh
61	COc1ccc(F)cc1S(=O)(=O)N1CCN(Cc2ccc3c(c2)OCO3)CC1	18	3	0	2
62	O=S(=O)(c1ccc(Cl)cc1)N1CCN(c2nc(-c3cccs3)nc3ccccc23)CC1	-140	.	.	-3
63	COc1ccc(CCNC(=O)CCc2ccc(OC)cc2)cc1	2	-14	8	0
64	CC1(C)CC(=O)C(C=NCCc2ccc(S(N)(=O)=O)cc2)=C(O)C1	14	-6	4	1
65	CSc1nc(Oc2ccc(C)cc2)cc(C(F)(F)F)n1	17	-10	12	2

no.	HKDC1 inh	PfG6PD inh	SENP6 block	SENP8 block-2
61	-2	5	-24	1
62	-5	-2	.	.
63	-3	9	25	-2
64	-3	-7	-1	0
65	1	-7	-13	-5

# Of the compounds above, 9 contain fluorine.
no.	SMILES	SENP8 block-1	SENP7 inh	Apaf1 inhib	SENP1 FRET inh
13	CCC(=O)N1CCN=C1SCc1ccc(F)cc1	6	4	-10	-2
14	Cc1cc(C(F)(F)F)nc(SCC(=O)Nc2cc(C)on2)n1	12	4	6	2
37	Cc1ccc(C)c(C(=O)CCC(=O)Nc2ccc(F)cc2)c1	12	-8	4	3
49	O=C(Nc1cccc(OC(F)(F)F)c1)c1ccc(Br)o1	13	0	7	0
50	COc1ccc(-c2cc(C(F)(F)F)nc(N)n2)cc1	-174	-6	-16	1
51	O=C(Nc1ccccn1)C(F)(F)C(F)(F)C(F)(F)C(F)(F)C(=O)Nc1ccccn1	-6	-3	-23	-2
58	CN(C)CCCN(C(=O)CCc1ccccc1)c1nc2ccc(F)cc2s1	7	-5	10	3
61	COc1ccc(F)cc1S(=O)(=O)N1CCN(Cc2ccc3c(c2)OCO3)CC1	18	3	0	2
65	CSc1nc(Oc2ccc(C)cc2)cc(C(F)(F)F)n1	17	-10	12	2

no.	HKDC1 inh	PfG6PD inh	SENP6 block	SENP8 block-2
13	-7	1	-8	7
14	1	-16	-13	-3
37	3	1	-15	-6
49	16	39	6	-7
50	4	8	-7	-8
51	-8	-7	-1	-1
58	-30	10	-9	-2
61	-2	5	-24	1
65	1	-7	-13	-5

# Assay outcomes as filed in PubChem BioAssay.
